Screens deposited in PubChem BioAssay by National Center for Advancing Translational Sciences (NCATS).
Apoferritin bind: candidate novel general anesthetic via apoferritin binding | apoferritin/1-aminoanthracene competitive binding, fluorescence | Potency, µM (highest dose often 77.5 µM), inactives show top-dose activity change, negative = displacement, usual class: inhibitors | 350,000 compounds, 0.074% hits | AID 485281; further: potency means the concentration at half of the fitted maximal effect; on the % scale 0 is the no-effect control and ±100 the full control effect; nearly all actives have a fitted effect of over 20% in size
Target sequence (P02791 2-175 limits assumed): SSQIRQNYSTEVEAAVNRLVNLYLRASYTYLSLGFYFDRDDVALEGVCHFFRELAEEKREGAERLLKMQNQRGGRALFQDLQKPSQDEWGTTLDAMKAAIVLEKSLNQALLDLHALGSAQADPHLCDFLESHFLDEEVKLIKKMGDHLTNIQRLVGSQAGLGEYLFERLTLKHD
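In PBS, apoferritin at 10 uM is loaded with 1-AMA from a 50% saturated solution. After 10 min of compound exposure at ambient temperature, reduced 535 nm fluorescence indicates probe displacement.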
Pol beta inh: blocks human DNA polymerase beta activity. Pol beta primer extension/strand displacement, fluorescence kinetic. Potency, µM (titrated, usually from 114 µM), without a hit: at the highest dose activity change, negative = inhibition, hits mostly inhibitors. 340,000 compounds, 1.3% hits. P06746; further: potency means the concentration at half of the fitted maximal effect; on the % scale 0 is the no-effect control and ±100 the full control effect
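Homogeneous kinetic assay of primer extension and strand displacement by 10 nM Pol beta, preincubated 15 min at room temperature with compound before 50 nM substrate (final) was added. Read at 0 and 10 min; four-parameter Hill fit.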
ERG-DNA inh: blocks human ERG Ets domain binding to DNA | 370,000 compounds, 0.028% hits | fluorescence polarization, His-ERG Ets domain / labelled DNA | Potency, µM (top dose mostly 76.9 µM), for the others: top-dose FP activity, negative = inhibition, actives largely listed as inhibitors | P11308; active means well fitted inhibition curve with a large enough effect in the polarisation, with a control signal flat; inconclusive means small, poorly fitted or top-dose-only effect, or effect the other way, or a change in a side signal; inactive means no such curve, though single readings can be large or run the other way; the % refers to the polarisation;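 further: polarization taken with two DNA probes labelled with fluorescein and Texas red; potency means the concentration at half of the fitted maximal effect; % of control where 0% means no effect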
Target sequence (P11308 whole entry, looked up, the tested form may be a part): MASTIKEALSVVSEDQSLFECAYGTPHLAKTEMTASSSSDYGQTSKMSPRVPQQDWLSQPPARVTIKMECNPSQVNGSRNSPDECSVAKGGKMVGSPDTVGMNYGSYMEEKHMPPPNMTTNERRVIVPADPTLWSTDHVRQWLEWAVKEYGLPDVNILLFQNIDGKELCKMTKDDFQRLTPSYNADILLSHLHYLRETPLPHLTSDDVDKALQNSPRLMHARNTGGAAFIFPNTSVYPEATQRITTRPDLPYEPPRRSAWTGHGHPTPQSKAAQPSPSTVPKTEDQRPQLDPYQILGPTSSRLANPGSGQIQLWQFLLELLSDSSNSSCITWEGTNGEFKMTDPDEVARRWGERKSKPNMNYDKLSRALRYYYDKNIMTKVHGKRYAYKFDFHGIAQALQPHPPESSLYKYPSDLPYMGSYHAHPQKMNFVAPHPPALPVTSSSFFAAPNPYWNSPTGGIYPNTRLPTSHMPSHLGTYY
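His-tagged ERG Ets domain (1 uM in the protein solution; 300mM KCl, 50mM Tris-HCl, 1mM EDTA, 1mM DTT, pH 7.5) received compound, then a probe mix of 5 nM fluorescein-DNA and 100nM Texas-615-DNA. Fluorescence polarization was read for both dyes.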
POLK inh: inhibitors of human DNA polymerase kappa. Q9UBT6. purified Pol kappa, fluorescent DNA synthesis assay, 10 min. Potency, µM (highest dose often 107 µM), for the others: at the highest dose activity, negative = inhibition, usual class: inhibitors. 400,000 compounds, 0.53% hits; further: potency means the concentration at half of the fitted maximal effect; on the % scale 0 is the no-effect control and ±100 the full control effect
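50 nM final substrate added after 15 min RT preincubation of 10 nM Pol kappa with compound; fluorescence read at 0 and 10 min.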
POLI inh: DNA polymerase iota (human) inhibition; Pol iota fluorescent replication assay, 10 min; Potency, µM (highest dose often 115 µM), inactives show at the top dose activity, negative = inhibition, actives largely listed as inhibitors; 390,000 compounds, 1% hits; AID 588590; further: potency means the concentration at half of the fitted maximal effect
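Fluorescent replication assay read twice, at 0 min and 10 min after adding 50 nM (final) substrate. Enzyme (10 nM) and compounds were first incubated 15 min at room temperature; enzyme-free buffer wells were negative controls.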
APEX1 inh: inhibitors of human APE1 endonuclease; 350,000 compounds, 0.35% hits; recombinant APE1, TAMRA/BHQ-2 abasic DNA cleavage fluorescence; Potency, µM (series often up to 65.8 µM), inactives show top-dose activity change, negative = inhibition, actives largely listed as inhibitors; P27695;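 further: potency means the concentration at half of the fitted maximal effect; plate controls were vehicle for no effect and reference inhibitor for full effect; nearly all actives have a fitted effect of over 55% in size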
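0.75 nM APE1 + cpd, 15 min RT; start w/ 50 nM TAMRA/BHQ-2 THF-abasic dsDNA; kinetic fluor 525/598 nm ×3 reads @60 s; Δ(read3−read1); normalized to DMSO and NSC13755 control wells.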
BLM helicase inh: inhibitors of human Bloom syndrome helicase BLM | P54132 | recombinant BLM DNA unwinding, fluorescence dequenching | Potency, µM (titrated, usually from 56.1 µM), for the others: top-dose activity change, negative = inhibition, actives largely listed as inhibitors | 350,000 compounds, 0.2% hits | AID 2528;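 further: potency means the concentration at half of the fitted maximal effect; plate controls were vehicle for no effect and no enzyme for full effect; nearly all actives have a fitted effect of over 35% in size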
TRHR agonist: agonists of human TRH receptor; activation, % at 2 µM; 360,000 compounds, 0.18% hits; P34981; TRHR cells, calcium flux fluo-8, FDSS agonist mode; in the data active means activation above about 30%; further: 0% is about no effect
Target sequence (P34981 whole entry, looked up): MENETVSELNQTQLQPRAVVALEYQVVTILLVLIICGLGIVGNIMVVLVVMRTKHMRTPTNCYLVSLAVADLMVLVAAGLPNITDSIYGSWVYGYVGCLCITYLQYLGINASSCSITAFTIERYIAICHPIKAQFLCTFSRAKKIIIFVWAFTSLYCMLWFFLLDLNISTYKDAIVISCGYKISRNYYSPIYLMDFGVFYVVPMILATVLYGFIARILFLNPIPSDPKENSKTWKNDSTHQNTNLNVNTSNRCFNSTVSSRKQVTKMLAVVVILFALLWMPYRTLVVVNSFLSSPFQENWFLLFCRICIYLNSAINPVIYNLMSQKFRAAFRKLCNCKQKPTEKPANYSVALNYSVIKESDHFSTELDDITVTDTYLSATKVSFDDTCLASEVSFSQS
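TRHR-expressing cells loaded with fluo-8 calcium dye; 23 nL library compound pin-transferred, kinetic FDSS fluorescence (Ex 480/Em 530) recorded about 180 s for agonist-induced calcium release, before a 10 nM TRH EC20 addition for potentiator mode.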
ALOX12 inh: inhibitors of human 12S-lipoxygenase ALOX12; P18054; purified 12hLO, xylenol orange hydroperoxide absorbance; Potency, µM (series often up to 108 µM), without a hit: at the highest dose activity change, negative = inhibition, hits mostly inhibitors; 580,000 compounds, 1.1% hits; AID 1671190; further: potency means the concentration at half of the fitted maximal effect; on the % scale 0 is the no-effect control and ±100 the full control effect
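Purified human 12hLO at 150 nM in 25 mM Hepes, 0.01% Triton X-100, pH 7.0, preincubated 15 min at room temperature with compound. Reaction started with 40 uM arachidonic acid, 30 min at room temperature. Hydroperoxide measured by Fe-xylenol orange, 573/405 nm absorbance ratio.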
* = called active by the depositor; i = inactive; ? = inconclusive; . = not tested or not shown; & = joins results of further samples; [ ] = dose if it differs, or a comment. Unless noted, the call rests on the fitted dose curve; in most records, active means well fitted curve in the direction sought with a large enough effect; inconclusive means small, poorly fitted or top-dose-only effect, or another doubt; inactive means no such curve, though single readings can be large; an effect the other way counts as inactive or inconclusive. These rows are one share of the data. The share of hits here may be higher or lower than overall.

Molecule | Apoferritin bind | Pol beta inh | ERG-DNA inh | POLK inh | POLI inh | APEX1 inh | BLM helicase inh | TRHR agonist | ALOX12 inh
CC(=O)c1cccc(NC(=O)/C(=C\c2cccnc2)NC(=O)c2ccccc2)c1 | -3.9% | -11.3% | 10.6% | -5.5% | 110.2%[activator] | 40.0% | -2.5% | 0.6 | ?
CN(C)/C=N/c1nc2nccc(-c3ccc(F)cc3)n2n1 | 16.0% | 27.6% | 16.2% | 8.3% | -0.2% | 2.6% | -0.1% | -0.4 | ?
CCc1ccc(NC(=O)C(=O)NCC(c2cccnc2)N2CCOCC2)cc1 (stereo not given) | -0.1% | -37.3% | -8.1% | -9.1% | ? | . | -11.4% | 0.2 | -13.0%
Fc1cccc(CSc2nnc3c(n2)[nH]c2ccccc23)c1 | -7.9% | -3.5% | 9.2% | 11.1% | 11.9% | -4.3% | -10.5% | -0.3 | -15.7%
O=C(Nc1ccccc1)Nc1ccc(NC(=O)c2ccccc2O)cc1 | -0.2% | 31.6µM* | 8.7% | -9.6% | -26.6% | 5.3% | -7.6% | 0.8 | 0.3%
CCOc1ccc(NC(=O)CN2C(=O)COc3ccc(S(=O)(=O)N4CCCCC4)cc32)cc1 | -4.2% | -11.5% | 15.2% | -9.4% | 26.6% | 2.0% | -5.4% | -1.6 | 1.1%
Cc1cc(C)cc(N=Cc2[nH]c3ccc(Br)c(Cl)c3c2O)c1 | 1.9% | -1.4% | 10.9% | -10.2% | 30.0% | ? | -10.0% | 35.8* | ?
COC(=O)c1cccc(N(C(=O)c2ccco2)C(C(=O)NC2CCCC2)c2ccco2)c1 (stereo not given) | -4.9% | -9.0% | 8.6% | -18.1% | ? | -0.9% | -1.1% | 0.1 | 113.0%[activator]
Cn1c(=O)[nH]c(=O)c2c1nc(NCCCn1ccnc1)n2Cc1cccc(Br)c1 | -9.8% | -19.8% | 2.9% | -2.4% | 21.3% | 4.5% | 4.2% | 0.4 | 0.0%
COc1cc(/C=N/Nc2nc(=O)[nH]nc2C)cc(OC)c1O | -16.6% | -11.5% | -1.5% | -3.7% | 20.4% | 1.6% | -5.0% | 0.5 | -4.5%
N#Cc1cccc(NC(=O)CCNS(=O)(=O)c2ccc3c(c2)CCN3C(=O)C2CC2)c1 | -2.0% | 4.2% | -2.9% | -2.0%[60.1 µM] | -1.8% | . | -0.2% | 0.1 | -24.3%
CC1CCN(c2ccc3c(c2)S(=O)(=O)c2cccc(C(=O)O)c2C3=O)CC1 | . | . | -1.7% | -12.2% | -2.8% | 2.1% | . | . | -18.8%
S=c1[nH]nc(-c2ccc(Br)o2)n1Cc1ccccc1 | -12.6% | -15.1% | 3.4% | -18.7% | 1.2% | 0.0% | -1.8% | -0.2 | 1.58µM*
COc1ccccc1N1CCN(S(=O)(=O)c2cc(C(=O)Nc3ccc(Oc4ccccc4)cc3)ccc2F)CC1 | -2.0% | -4.9% | -6.3% | -5.9%[60.1 µM] | 15.3% | . | -6.4% | 0.1 | -12.8%
C=C(C)[C@@H]1CC=C(CN2CCC(N3CCC(C(=O)N4CCCC4)CC3)CC2)CC1 | -17.2% | 9.9% | 15.1% | -0.3% | 170.6%[activator] | -3.8% | 2.2% | 0.4 | 7.1%
CCOC(=O)CCc1c(C)nc2cc(-c3cc(OC)cc(OC)c3)[nH]n2c1=O | -5.6% | 28.2µM* | 0.8% | -9.5% | 4.5% | . | -7.5% | 0.4 | 0.0%
CCOC(=O)C(NC(=O)CC)(Nc1cc(C)on1)C(F)(F)F (stereo not given) | 7.3% | -4.9% | 6.6% | -3.2% | -9.6% | -0.2% | -5.0% | 1.2 | -4.6%
CC(=O)OCC1OC(Sc2cccc3cccnc23)C(OC(C)=O)C(OC(C)=O)C1OC(C)=O (stereo not given) | -14.6% | 8.1% | -8.4% | -7.7% | 33.7%[activator] | -7.1% | 0.4% | 0.3 | -11.8%
CC(C)(C)C(=O)NC(c1ccccc1)c1c(O)ccc2ccccc12 (stereo not given) | -5.0% | 20.4% | 10.6% | -19.0% | 6.0% | -13.3% | -0.9% | -2.0 | ?
CCc1nnc(NC(=O)C2CCCCC2)s1 | 5.3% | -13.6% | -2.0% | -11.7% | -12.5% | -5.5% | -0.9% | 0.0 | -0.9%
CN(CC(=O)Nn1cnnc1)S(=O)(=O)c1ccc(Br)cc1 | -8.2% | 22.0% | -8.5% | -7.6% | -13.1% | -3.9% | 1.1% | 0.0 | 23.1%
COc1ccc(OC)c(CN2C(=O)c3ccccc3C2C(=O)NCc2cccnc2)c1 (stereo not given) | 0.9% | 0.3% | -24.1% | 8.5% | 13.2% | -1.7% | 0.2% | 0.4 | 0.4%[57.4 µM]
CN(C(=O)COC(=O)/C=C/c1ccc2ccccc2n1)c1c(N)n(Cc2ccccc2)c(=O)[nH]c1=O | . | . | . | 0.5% | 13.1% | -14.3% | . | 0.2 | 14.4%
C[C@H](NS(=O)(=O)c1ccc2c(c1)OCCCO2)C(=O)N1CCN(Cc2ccccc2)CC1 | . | . | -3.9% | -19.0% | 14.9% | 25.1% | . | 0.1 | -9.3%

An excerpt of these results, with two lines to a compound:
Order of values – Apoferritin bind	Pol beta inh	ERG-DNA inh	POLK inh	POLI inh	APEX1 inh	BLM helicase inh	TRHR agonist	ALOX12 inh
S=c1[nH]nc(-c2ccc(Br)o2)n1Cc1ccccc1
 : -12.6%	-15.1%	3.4%	-18.7%	1.2%	0.0%	-1.8%	-0.2	1.58µM*
O=C(Nc1ccccc1)Nc1ccc(NC(=O)c2ccccc2O)cc1
 : -0.2%	31.6µM*	8.7%	-9.6%	-26.6%	5.3%	-7.6%	0.8	0.3%
CCc1ccc(NC(=O)C(=O)NCC(c2cccnc2)N2CCOCC2)cc1 (stereo not given)
 : -0.1%	-37.3%	-8.1%	-9.1%	?	.	-11.4%	0.2	-13.0%
CCOC(=O)CCc1c(C)nc2cc(-c3cc(OC)cc(OC)c3)[nH]n2c1=O
 : -5.6%	28.2µM*	0.8%	-9.5%	4.5%	.	-7.5%	0.4	0.0%
CCOC(=O)C(NC(=O)CC)(Nc1cc(C)on1)C(F)(F)F (stereo not given)
 : 7.3%	-4.9%	6.6%	-3.2%	-9.6%	-0.2%	-5.0%	1.2	-4.6%
COc1cc(/C=N/Nc2nc(=O)[nH]nc2C)cc(OC)c1O
 : -16.6%	-11.5%	-1.5%	-3.7%	20.4%	1.6%	-5.0%	0.5	-4.5%

Additional entries
Molecule | Apoferritin bind | Pol beta inh | ERG-DNA inh | POLK inh | POLI inh | APEX1 inh | BLM helicase inh | TRHR agonist | ALOX12 inh
N#CCNc1ccc([N+](=O)[O-])cc1C#N | -0.9% | 4.8% | 5.6% | 6.1% | 27.6% | 2.6% | -8.4% | 0.6 | 0.0%
C=CCN1CC(=O)N2C(c3ccccc3)c3[nH]c4ccccc4c3C[C@H]2C1=O (stereo not given in full) | -8.6% | 2.5% | 6.0% | -6.0% | -14.1% | -9.7% | -1.6% | 1.0 | 53.0%[activator]
CCOCCCn1c(SCC(=O)NCc2ccco2)nc2c(sc3ccccc32)c1=O | -11.6% | 3.1% | 11.9% | -15.0% | ? | -2.9% | 6.3% | -1.3 | -19.5%
CCCN1CCC(=O)N([C@H](COc2ccccc2)Cc2ccccc2)CC1 | -7.5% | 22.7% | 1.6% | 13.7%&-2.3% | -5.0%&25.9% | 29.5% | -0.5% | -0.5 | 0.3%
Nc1cc(-c2ccccc2)ccc1O | ? | -7.5%&1.5% | -5.5% | -0.3% | 14.9% | 2.8%&-1.9% | -3.0%&-4.4% | 0.4&0.1 | ?
CCc1sc(C(=O)NCc2ccco2)cc1C | -9.0% | 0.1% | 8.2% | -14.1% | 16.9% | 42.4% | -5.4% | -0.8 | ?
Cc1cc(C(=O)N2CCCC(N3CCN(c4cccc(C(F)(F)F)c4)CC3)C2)c(C)o1 (stereo not given) | -21.3% | 17.3% | -4.5% | -9.4% | 2.4% | 13.1% | -3.7% | -1.3 | 3.1%
O=C(NC1CC1)c1ccc(-c2ccccc2)cc1 | -4.9% | 7.7% | 2.7% | 4.3% | 143.5%[activator] | -3.0% | -3.8% | -0.3 | -15.3%
NC(=O)C1(N2CCCCC2)CCN(C(=O)NC2CCCCC2)CC1 | 8.2% | -0.3% | -11.2% | -4.6% | 4.2% | -3.6% | 2.6% | 0.3 | 16.9%
Cn1ncc(Cl)c1C(=O)Nc1ccc2c(c1)OCO2 | -9.4% | -0.8% | 16.1% | -8.1% | 71.4%[activator] | -5.8% | -4.5% | -0.1 | i
CCOC(=O)NC(NCC(O)c1ccccc1)(C(F)(F)F)C(F)(F)F (stereo not given) | -14.5% | 13.8% | -9.3% | -19.1% | 17.6% | -10.2% | -4.3% | -0.1 | 0.0%
Cc1ccc(C(=O)C2COC(=O)C2)cc1 (stereo not given) | -8.4% | 15.0% | -18.6% | -5.9% | 23.8% | 0.4% | -4.4% | -0.3 | 14.4%
S=C(NCC1CCCO1)N1CCN(c2nc(-c3ccc(Cl)cc3)cs2)CC1 (stereo not given) | 43.1%[activator] | -28.5% | -16.7% | -10.1% | -12.9% | -4.4% | -12.1% | 0.3 | 339.5%[activator]
CCN1CCN(CCNC(=O)c2ccc3nc(-c4cccc(C)c4)c(-c4cccc(C)c4)nc3c2)CC1 | -3.9% | 19.1% | 6.3% | 11.8% | -0.9% | -4.4% | 6.9% | 0.6 | 8.7%
CC(C(=O)Nc1ccc(O)cc1C(=O)O)N1C(=O)/C(=C\c2cccs2)SC1=S (stereo not given) | -23.6% | ? | 19.7% | ? | ? | 28.2% | -4.4% | -0.3 | 31.6µM*
COc1ccccc1/C=N/OC(=O)c1ccc(F)cc1 | -7.0% | 8.2% | 0.1% | -4.3% | 183.6%[activator] | ? | -6.0% | -1.2 | 1.2%
